# Bioassay records from PubChem BioAssay.
# M5 ag = agonists of human muscarinic M5 receptor (CHRM5). activation, % at 3 µM. P08912. 0.19% of 360,000 active. CHO-K1 hM5 cells, Fluo-8 calcium fluorescence; 0% DMSO wells, 100% maximal acetylcholine response. AID 624037;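 active = activation above the run's mean over test compounds plus 3 SD, cut at about 23% in these data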;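 also: signal is peak over basal fluorescence ratio across the kinetic read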
# Target sequence (P08912 whole entry, looked up): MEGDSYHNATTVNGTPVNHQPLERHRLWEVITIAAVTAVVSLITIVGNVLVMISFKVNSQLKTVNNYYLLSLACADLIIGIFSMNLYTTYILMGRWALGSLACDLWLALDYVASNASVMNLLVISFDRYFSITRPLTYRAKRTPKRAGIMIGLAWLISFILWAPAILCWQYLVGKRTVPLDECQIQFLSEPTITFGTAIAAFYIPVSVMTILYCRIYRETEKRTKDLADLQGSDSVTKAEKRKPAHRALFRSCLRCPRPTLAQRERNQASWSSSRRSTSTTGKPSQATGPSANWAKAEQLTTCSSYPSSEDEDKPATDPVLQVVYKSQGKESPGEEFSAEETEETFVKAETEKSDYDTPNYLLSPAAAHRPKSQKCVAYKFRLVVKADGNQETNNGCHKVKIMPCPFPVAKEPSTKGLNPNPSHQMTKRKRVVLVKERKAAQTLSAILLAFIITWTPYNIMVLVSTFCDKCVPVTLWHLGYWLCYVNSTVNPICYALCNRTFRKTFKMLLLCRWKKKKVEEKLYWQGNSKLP
# CHO-K1 Ca antag = nonselective inhibitor or artifact in parental CHO-K1 cells | ATP-induced calcium, Fluo-8 fluorescence | inhibition, % at 3 µM | 0.6% of 360,000 active | AID 602250;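 active = inhibition above a per-plate cutoff, the plate's mean sample inhibition plus 3 SD, cut at about 24% in these data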;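 also: 0% = DMSO plus EC80 ATP and 100% = DMSO alone without ATP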
# CHRM5 antagonist = CHRM5 antagonism in calcium assay; P08912; CHO-hM5 cells, Fluo-8 calcium fluorescence, ACh EC80; inhibition, % at 3 µM; 0.59% of 360,000 active;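 active = inhibition above a per-plate cutoff, the mean of that plate's test compounds plus 3 SD, cut at about 27% in these data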;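 also: 0% = acetylcholine EC80 with DMSO and 100% = DMSO without agonist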
# CHO-K1 Ca PAM = counter-screen for M1 PAMs: effect in parental CHO-K1 cells. activation, % at 3 µM. 0.02% of 360,000 active. AID 602247. ATP EC20, Fluo-8 calcium fluorescence; 0% at ATP EC20, 100% at ATP max;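 active = activation above the run cutoff, the mean activation of all test compounds plus 3 SD, cut at about 40% in these data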;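 also: peak over basal fluorescence ratio in a 140 s read after ATP addition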
# CHRM4 agonist = CHRM4 agonism in calcium assay; P08173; activation, % at 3 µM; 0.14% of 360,000 active; CHO-K1 hM4/Gqi5, Fluo-8 calcium fluorescence; vehicle 0%, full acetylcholine response 100%;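 active = activation above the run mean over all test wells plus 3 SD, cut at about 32% in these data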;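 also: peak over basal fluorescence ratio per well then scaled between controls; 0% = DMSO wells and 100% = acetylcholine at EC100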
# Target sequence (P08173 whole entry, looked up): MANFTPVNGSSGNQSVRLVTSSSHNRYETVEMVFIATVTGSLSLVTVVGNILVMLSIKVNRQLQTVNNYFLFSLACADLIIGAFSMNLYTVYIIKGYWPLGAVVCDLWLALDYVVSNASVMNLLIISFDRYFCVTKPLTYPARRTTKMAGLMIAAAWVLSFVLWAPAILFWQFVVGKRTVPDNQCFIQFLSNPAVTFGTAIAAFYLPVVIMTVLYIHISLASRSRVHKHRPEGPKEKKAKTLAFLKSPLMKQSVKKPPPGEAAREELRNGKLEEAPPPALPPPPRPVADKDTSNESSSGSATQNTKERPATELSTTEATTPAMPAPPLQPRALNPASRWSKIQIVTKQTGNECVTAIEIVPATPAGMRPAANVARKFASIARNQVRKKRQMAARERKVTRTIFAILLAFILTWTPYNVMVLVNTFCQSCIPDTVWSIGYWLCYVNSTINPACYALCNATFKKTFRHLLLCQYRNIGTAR
# CHRM5 PAM = positive allosteric modulators of human muscarinic M5 receptor; activation, % at 3 µM; CHO-K1 hM5, Fluo-8 calcium, ACh EC20 PAM; 0% = ACh EC20, 100% = ACh EC100; 0.3% of 360,000 active; AID 624038;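 active = activation above the run cutoff, the mean activation of all test compounds plus 3 SD, cut at about 18% in these data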
#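 system = human M5 receptor in CHO-K1 cells | reagent = EC20 acetylcholine as agonist stimulus | compound dosing = single-point, 3 µM nominal | incubation = Fluo-8 loading 80 min at 37 °C plus 30 min room temperature | detection = Fluo-8 calcium dye fluorescence, kinetic read | benchmarks = low control EC20 acetylcholine (0%), high control EC100 acetylcholine (100%)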
# CHO-K1 Ca ag = nonselective activator or artifact in parental CHO-K1 cells | AID 602248 | activation, % at 3 µM | Fluo-8 calcium fluorescence; scaled to maximal ATP response, vehicle zero | 0.48% of 360,000 active; in the data active = activation above about 15%;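 also: untransfected CHO-K1 host cells lacking M1 receptor as counterscreen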
# CHRM4 PAM = positive allosteric modulators of human muscarinic M4 receptor. P08173. CHO-K1 hM4/Gqi5, Fluo-8 calcium fluorescence, ACh EC20; 0% = ACh EC20, 100% = maximal ACh. activation, % at 3 µM. 0.4% of 360,000 active;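 active = activation above its plate's cutoff, the mean activation of sample wells plus 3 SD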; also: some results filed as inactive read as strong as hits
# CHRM4 antagonist = blocks acetylcholine activation of human M4 receptor. CHO-hM4 cells, ACh EC80, Fluo-8 calcium fluorescence. inhibition, % at 3 µM. 0.73% of 360,000 active. AID 624125;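 active = inhibition above its plate's cutoff, the mean inhibition of sample wells plus 3 SD, cut at about 27% in these data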;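 also: 0% = acetylcholine EC80 with DMSO and 100% = DMSO without agonist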
# An asterisk follows results filed as active.
SMILES,M5 ag,CHO-K1 Ca antag,CHRM5 antagonist,CHO-K1 Ca PAM,CHRM4 agonist,CHRM5 PAM,CHO-K1 Ca ag,CHRM4 PAM,CHRM4 antagonist
CC(=O)c1sc(NC(=O)c2c(F)cccc2F)nc1C,-4,-10,-9,-1,0,-2,0.2,2,3
COCCCNc1nc2c(c(=O)[nH]c(=O)n2C)n1CC(O)COc1ccccc1 (configuration not stated),0,-6,0,16,1,3,0.7,15,6
O=C(Nc1ccc2ccccc2c1)c1ccc(Cl)cc1Cl,-6,-1,-3,-32,5,-7,0.9,-5,-20
CC(C)N1CCN(CCCc2ccccc2)CC1CCO (configuration not stated),0,2,4,1,1,-9,0.2,0,-7
O=C(N=NC(=O)c1ccc2c(O)n(CC3CCCO3)c(O)c2c1)c1cccnc1 (configuration not stated),5,3,-3,9,0,8,0.5,-1,-6
O=C(COC(=O)CCCN1C(=O)c2cccc3cccc(c23)C1=O)Nc1cccc(C(F)(F)F)c1,-2,0,5,-2,6,-6,1.2,-4,-2
CCCCC[n+]1cccc2c3ccccc3ccc21,-7,-2,-2,10,0,0,0.4,-6,11
C(=N\Nc1ncnc2nc[nH]c12)/c1cccs1,1,-8,2,13,1,7,0.2,0,-4
CCN1C(=O)CC2CCCC1C2 (configuration not stated),1,-8,6,-16,1,4,0.6,7,-5
CCOc1ccc2nc(SC3CC(=O)N(c4ccc(C)cc4)C3=O)sc2c1 (configuration not stated),-2,-3,1,-5,-1,5,-0.7,14,6
CCc1nc2ccccc2n1CC1CC1(Cl)Cl (configuration not stated),-1,-8,10,11,1,-6,1.1,2,-1
COC(=O)c1ccc(N2CCN(C)CC2)c(NC(=O)c2cccs2)c1,-3,-6,12,2,1,0,3.5,-1,10
O=C(Cn1nnc2ccccc21)c1ccc([N+](=O)[O-])cc1,-1,10,7,-9,1,-4,-0.3,-1,-5
O=C(NCC(c1ccco1)N1CCOCC1)c1cccc(Cl)c1 (configuration not stated),-1,-8,3,-3,1,-6,0.7,4,-10
COC(=O)c1ccc(NC(=S)NC(=O)c2cc(-c3ccccc3)nc3ccccc23)cc1,-2,9,4,8,0,-5,1.9,-7,8
N#C/C(=C\c1ccc(-c2ccccc2Cl)o1)C(=O)Nc1nc2ccccc2s1,-2,4,8,-15,0,-5,0.0,-4,11
N=c1sccn1CC(=O)NCc1ccc(Cl)cc1Cl,-8,-9,2,20,0,4,0.8,-3,2
COC(=O)c1ccc(OC(=O)CCN2C(=O)C3CCCCC3C2=O)cc1 (configuration not stated),-1,-10,-2,11,4,-3,1.3,10,-5
Clc1ccc2nc(C(Cl)(Cl)Cl)[nH]c2c1,1,0,2,7,0,-1,0.3,8,3
CC(=O)Nc1cc(-c2ccccc2)ccc1O,-1,-6,-1,6,1,3,-0.2,-2,17
CCCOc1ccc(/C=N/Nc2ccccc2[N+](=O)[O-])c(OCCC)c1,0,1,-12,11,0,-1,0.3,-3,2
NC(=O)CSc1nnc(Cc2ccc3c(c2)OCO3)n1C1CCCCC1,2,-16,-16,25,0,8,-0.4,9,3
COc1cccc(C(=O)NNC(=O)c2ccc3ccccc3c2O)c1,0,-7,16,2,1,-10,0.0,-24,12
Cc1c(NC(=O)c2ccccc2NS(=O)(=O)c2ccc(F)cc2)c(=O)n(-c2ccccc2)n1C,-1,21,3,-14,0,-5,-0.1,-5,4
O=C(c1cccc(S(=O)(=O)NCc2ccccc2)c1)N1CCCCC1,5,2,0,6,1,3,2.1,-2,-12

# 7 compounds from above, limited to M5 ag and CHRM5 PAM:
Compound	M5 ag	CHRM5 PAM
O=C(COC(=O)CCCN1C(=O)c2cccc3cccc(c23)C1=O)Nc1cccc(C(F)(F)F)c1	-2	-6
O=C(NCC(c1ccco1)N1CCOCC1)c1cccc(Cl)c1 (configuration not stated)	-1	-6
CCCCC[n+]1cccc2c3ccccc3ccc21	-7	0
COC(=O)c1ccc(NC(=S)NC(=O)c2cc(-c3ccccc3)nc3ccccc23)cc1	-2	-5
COc1cccc(C(=O)NNC(=O)c2ccc3ccccc3c2O)c1	0	-10
Clc1ccc2nc(C(Cl)(Cl)Cl)[nH]c2c1	1	-1
CCOc1ccc2nc(SC3CC(=O)N(c4ccc(C)cc4)C3=O)sc2c1 (configuration not stated)	-2	5

# Going on with the list.
SMILES,M5 ag,CHO-K1 Ca antag,CHRM5 antagonist,CHO-K1 Ca PAM,CHRM4 agonist,CHRM5 PAM,CHO-K1 Ca ag,CHRM4 PAM,CHRM4 antagonist
COc1ccc(NC(=O)c2cc(-c3cc(Cl)ccc3O)n[nH]2)c(OC)c1,-2,-6,7,-12,11,-7,1.2,-8,2
CC(=O)N1CCN(S(=O)(=O)c2cccc(C(=O)NNC(=O)COc3ccc(Cl)cc3C)c2)CC1,0,-4,3,5,3,-3,1.8,11,-3
CCN(CC)C(=O)[C@H]1CC(CC(=O)NCCCOC)C(=O)N2CCc3c([nH]c4ccccc34)[C@]12C (some centres not stated),1,-7,11,-3,0,-3,-0.1,2,7
CCOC(=O)C1CCCN(C(=O)CN2C(=O)NC(C)(c3ccc4ccccc4c3)C2=O)C1 (configuration not stated),1,-13,-2,8,4,0,3.3,-1,3
C[C@H]1CN=C(Nc2ccccc2)N1CC1CCC1,-1,2,-5,7,1,11,0.2,13,2
Cc1cc(C)c2[nH]c(=O)c(CN(Cc3nnnn3C3CCCC3)C3CCCCC3)cc2c1,3,-6,-7,18,0,3,0.2,-4,7
Cc1ccccc1Cn1cc(/C=N/n2cnnc2)c2ccccc21,-4,-9,3,10,5,-6,1.3,1,-7
COc1ccc(-c2noc(C3CCCN(C(=O)c4ccccc4OC)C3)n2)cc1 (configuration not stated),8,-11,3,15,10,-9,9.3,-3,1
O=C(O)c1cn(-c2ccc(N3CCCC3)c(F)c2)c2c(F)c(F)c(F)cc2c1=O,-1,10,8,-5,0,0,-0.2,2,5
CC(=O)c1cccc(NC(=O)C2Cc3c(-c4ccco4)ccnc3O2)c1 (configuration not stated),7,-3,7,17,11,-7,9.0,-6,-1
COc1cc(NC(=O)Cc2cccc3ccccc23)c(C(=O)O)cc1OC,1,-11,-2,13,1,-2,1.6,-4,8
O=C(CCc1ccccc1)NCCc1nc2ccccc2[nH]1,-2,7,10,-21,1,-3,-0.2,-4,6
Cc1ccc(NC(=O)c2ccccc2NC(=O)c2cccs2)cc1,-4,-12,7,-20,0,1,-0.1,-5,4
O=C(COC(=O)COc1ccc(Cl)cc1)NCc1ccc2c(c1)OCO2,-2,-8,16,14,1,-4,1.4,5,-4
Cc1ccc(-c2c(C(=O)N/N=C/C3CC=CCC3)nnn2-c2nonc2N)cc1 (configuration not stated),-2,-1,6,1,1,1,0.3,1,2
COc1cc(OC)c(C2N(c3ccc(Cl)cc3)C(=O)C3CCCN32)cc1OC (configuration not stated),0,1,-6,3,1,2,-0.3,4,1
COc1cc(C(=O)NCc2ccc(C(=O)NCC(OC)OC)cc2)cc(OC)c1OC,0,-15,8,18,1,8,1.3,-1,3
COc1cc(/C=C2/NC(=O)N(Cc3ccccc3F)C2=O)ccc1O,2,9,-5,21,7,-6,1.1,-2,-9
Cc1cc(C)c(NC(=O)CN2CCN(S(=O)(=O)c3ccc4c(c3)OCCO4)CC2)c(C)c1,1,-3,15,5,1,-4,0.7,1,-4
CC(=O)Nc1ccccc1NC(=O)C/C(C)=N/NC(=O)c1cccnc1,-2,-10,16,-15,2,-7,0.6,0,-1
Cc1ccc(S(=O)(=O)NCCSCc2ccco2)cc1,-5,3,5,20,0,0,0.8,-7,1
COc1cc(C(O)c2nc(-c3cccc(C(F)(F)F)c3)cs2)ccc1F (configuration not stated),0,-2,2,11,1,0,0.8,-3,8
Cc1cccc(CC2CC(=O)N(CCc3ccc4c(c3)OCO4)C2=O)c1 (configuration not stated),-3,-16,-12,1,0,1,0.5,1,-2
COc1ccc(NC2CCCN(C(=O)c3ccc4nc(C)c(C)nc4c3)C2)cc1OC (configuration not stated),-1,16,3,-15,0,6,-0.2,2,7
CCN1CCN(C(c2cccs2)C(C)NC(=O)c2ccccc2)CC1 (configuration not stated),0,-6,1,18,0,-4,0.9,-2,-12

# Some of the entries so far, with values under each structure.
# Under each structure – M5 ag	CHO-K1 Ca antag	CHRM5 antagonist	CHO-K1 Ca PAM	CHRM4 agonist	CHRM5 PAM	CHO-K1 Ca ag	CHRM4 PAM	CHRM4 antagonist
> Cc1cccc(CC2CC(=O)N(CCc3ccc4c(c3)OCO4)C2=O)c1 (configuration not stated)
→ -3	-16	-12	1	0	1	0.5	1	-2
> Cc1cc(C)c(NC(=O)CN2CCN(S(=O)(=O)c3ccc4c(c3)OCCO4)CC2)c(C)c1
→ 1	-3	15	5	1	-4	0.7	1	-4

# Remaining list, next part
SMILES,M5 ag,CHO-K1 Ca antag,CHRM5 antagonist,CHO-K1 Ca PAM,CHRM4 agonist,CHRM5 PAM,CHO-K1 Ca ag,CHRM4 PAM,CHRM4 antagonist
CC(Sc1ncnc2c1cnn2-c1ccccc1)C(=O)NCC1CCCO1 (configuration not stated),0,0,11,0,3,-7,1.6,-3,9
COc1ccc(C(=O)NN=C(Cc2ccccc2)Cc2ccccc2)cc1OC,-4,5,-7,-2,0,-3,-0.6,0,-1
Cc1cc(=O)n2c3ccccc3n(CC(O)CN3CCCC3)c2c1C#N (configuration not stated),-4,3,1,-5,1,2,0.1,-1,10
CCOc1ccccc1NC=C1C(=O)OC(C)(C)OC1=O,3,18,8,-7,1,14,0.0,6,4
CCOC(=O)[C@@H]1[C@H]2COc3ccc(Br)cc3[C@H]2N2C(=O)N(c3ccc(F)cc3)C(=O)[C@]12C,-1,-9,-7,-18,0,11,-0.5,8,-8
CCOc1ccc(/C=C/C(=O)N(CC)CC(=O)NCc2cccs2)cc1OC,-3,-1,-1,-4,2,-2,0.2,-5,-1
Cc1cc(=O)oc2c(C)c(OC3CCCCC3=O)ccc12 (configuration not stated),-1,-8,-4,-18,3,2,2.1,-6,-4
COc1ccc(N2CC(C(=O)N/N=C/c3ccc(C)cc3)CC2=O)cc1 (configuration not stated),-3,-7,3,25,-1,1,-0.2,-3,2
COc1ccc(CCNC(=S)N2CCN(S(=O)(=O)c3ccccc3F)CC2)cc1,1,-12,25,-6,10,-8,7.3,0,7
COC(=O)c1ccc(N2CCN(c3ccccc3)CC2)c(NC(=O)C2CC2)c1,1,0,4,-2,0,-3,-0.1,3,2
